Screening results: PubChem, National Center for Advancing Translational Sciences (NCATS)
G9a block = inhibitors of human histone lysine methyltransferase G9a; Potency, µM (top dose mostly 102 µM), inactives show top-dose activity, negative = inhibition, actives largely listed as inhibitors; Q96KQ7; 350,000 tested, 8.8% active; G9a H3K9 monomethylation, AlphaScreen, 2 h; further: potency means the concentration at half of the fitted maximal effect; on the % scale 0 is the no-effect control and ±100 the full control effect; nearly all actives have a fitted effect of over 75% in size
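Readings reflect AlphaScreen signal from monomethyl-H3K9 antibody detection. HMT at 20 nM; substrate b-H3K9 500 nM; cofactor SAM 20 uM; 2 h RT reaction; compounds tested as titrations in qHTS with 15 min preincubation.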
GLS inh = inhibitors of human glutaminase (GLS); O94925; GLS enzymatic activity, qHTS titration; Potency, µM (highest dose often 45.5 µM), for inactives: at the top dose activity change, negative = inhibition, hits mostly inhibitors; 410,000 tested, 0.21% active; AID 624170; further: potency means the concentration at half of the fitted maximal effect; on the % scale 0 is the no-effect control and ±100 the full control effect
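Two-point fluorescence kinetic (t0, 30 min RT) for hKGA; glutamate detected via glutamate oxidase–HRP–Amplex Red. Substrate: 1 mM L-glutamine solution; buffer 45 mM KH2PO4, pH 8.2.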
Pol eta inh = blocks human DNA polymerase eta activity | AID 588591 | Potency, µM (top dose mostly 114 µM), inactives show at the highest dose activity change, negative = inhibition, most hits filed as inhibitors | recombinant Pol eta, fluorescent DNA replication assay | Q9Y253 | 390,000 tested, 1.2% active; further: potency means the concentration at half of the fitted maximal effect; on the % scale 0 is the no-effect control and ±100 the full control effect
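Pol eta at 10 nM preincubated with compounds 15 min at room temperature; reaction started with fluorescent substrate (50 nM final) and read kinetically at 0 and 10 min.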
HP1b binding inh = blocks HP1-beta chromodomain binding to methylated histone tails | Potency, µM (titrated, usually from 114 µM), without a hit: at the top dose activity change, negative = inhibition, actives largely listed as inhibitors | AID 540317 | 390,000 tested, 0.56% active | P83916 | AlphaScreen HP1-beta / biotin-H3K9me3 peptide binding; further: potency means the concentration at half of the fitted maximal effect; nearly all actives have a fitted effect of over 70% in size; inactives centre near 23
Target sequence (P83916 whole entry, looked up): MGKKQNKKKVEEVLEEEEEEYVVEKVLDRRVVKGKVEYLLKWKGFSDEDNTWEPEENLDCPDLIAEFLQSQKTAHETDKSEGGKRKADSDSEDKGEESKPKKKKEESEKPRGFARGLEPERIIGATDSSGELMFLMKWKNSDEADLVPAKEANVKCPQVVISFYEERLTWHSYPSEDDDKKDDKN
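HP1-beta protein (50 nM final) preincubated 30 min at room temperature with biotinylated H3(1-18)K9me3 peptide (50 nM) in PBS pH 7.4, 0.01% Tween-20, then compound added for 30 min. AlphaScreen streptavidin donor/nickel chelate acceptor beads (10 ug/mL final), 30 min dark, luminescence read.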
Tb PGK inh = inhibitors of T. brucei phosphoglycerate kinase. P07378. PGK/GAPDH coupled, Kinase-Glo luminescence, 60 min. Potency, µM (series often up to 57.5 µM), for the others: at the top dose activity change, negative = inhibition, hits mostly inhibitors. 380,000 tested, 0.043% active. AID 602233; further: potency means the concentration at half of the fitted maximal effect; on the % scale 0 is the no-effect control and ±100 the full control effect; nearly all actives have a fitted effect of over 60% in size
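Recombinant glycosomal PGK reaction used 1,3-bisphosphoglycerate generated in-well by GAPDH (100nM final) in 100mM TEA pH 7.6, 5mM MgCl2, 0.01% Tween-20. After 60 minutes at room temperature, ATP was read by Kinase-Glo Plus luminescence end-point.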
JMJD2A Tudor inh = inhibitors of human JMJD2A Tudor domain; 390,000 tested, 4.4% active; Potency, µM (doses to about 114 µM), for inactives: top-dose activity change, negative = inhibition, usual class: inhibitors; AlphaScreen JMJD2A-Tudor / H3K4me3 peptide binding; O75164; further: potency means the concentration at half of the fitted maximal effect; on the % scale 0 is the no-effect control and ±100 the full control effect; nearly all actives have a fitted effect of over 50% in size
BAZ2B inh = inhibitors of human BAZ2B bromodomain. Q9UIF8. AlphaScreen BAZ2B-H3K14Ac peptide displacement. Potency, µM (titrated, usually from 114 µM), for inactives: at the top dose activity change, negative = inhibition, most hits filed as inhibitors. 360,000 tested, 4.4% active. AID 504333; further: potency means the concentration at half of the fitted maximal effect; on the % scale 0 is the no-effect control and ±100 the full control effect; nearly all actives have a fitted effect of over 60% in size
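In this displacement format the biotinylated H3(5-23) peptide acetylated at Lys14 serves as ligand at 50 nM, with BAZ2B at 50 nM in PBS pH 7.4 containing 0.01% Tween-20. Donor and acceptor beads are 10 ug/mL final.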
Pin1 inh = blocks the human prolyl isomerase Pin1; Pin1 FP peptide displacement, HiFluor488, 10 min; AID 504891; Potency, µM (series often up to 115 µM), for the others: at the top dose activity, negative = inhibition, most hits filed as inhibitors; 390,000 tested, 0.009% active; Q13526; active means well fitted inhibition curve with a large enough effect in the polarisation, with a control signal flat, not every such curve was filed as active; inconclusive means small, poorly fitted or top-dose-only effect, or effect the other way, or a change in a side signal; inactive means no such curve, though single readings can be large or run the other way; the % refers to the polarisation; further: potency means the concentration at half of the fitted maximal effect; on the % scale 0 is the no-effect control and ±100 the full control effect
Target sequence (Q13526 whole entry, looked up): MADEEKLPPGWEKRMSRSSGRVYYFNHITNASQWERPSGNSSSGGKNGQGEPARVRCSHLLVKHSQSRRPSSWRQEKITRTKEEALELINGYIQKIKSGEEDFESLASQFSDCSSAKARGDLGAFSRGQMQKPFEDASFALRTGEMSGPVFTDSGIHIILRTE
PI4K2A block = blocks human PI4K2A kinase activity | activity change, negative = inhibition, % at 76.9 µM | AID 1346378 | purified PI4K2A, ADP-Glo luminescence, 1 h; active compounds read low | Q9BTU6 | 420,000 tested, 0.13% active; in the data active means activity change below about -50%; inconclusive means mostly about -30% to -49%;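 further: -100% = wells without enzyme as full effect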
Target sequence (Q9BTU6 whole entry, looked up): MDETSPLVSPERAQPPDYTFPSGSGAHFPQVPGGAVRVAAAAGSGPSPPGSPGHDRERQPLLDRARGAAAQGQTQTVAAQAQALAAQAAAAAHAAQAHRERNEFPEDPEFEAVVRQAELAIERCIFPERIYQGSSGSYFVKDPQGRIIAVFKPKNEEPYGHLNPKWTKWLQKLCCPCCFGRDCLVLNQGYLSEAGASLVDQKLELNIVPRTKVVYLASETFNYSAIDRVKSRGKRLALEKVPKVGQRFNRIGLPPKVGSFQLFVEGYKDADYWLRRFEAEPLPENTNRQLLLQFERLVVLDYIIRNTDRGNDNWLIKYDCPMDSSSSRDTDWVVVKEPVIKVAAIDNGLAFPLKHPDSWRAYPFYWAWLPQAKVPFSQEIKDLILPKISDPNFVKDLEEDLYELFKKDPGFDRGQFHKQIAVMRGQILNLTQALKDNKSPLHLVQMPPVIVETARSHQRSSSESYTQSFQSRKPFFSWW
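ADP-Glo luminescence measured ADP generated by PI4K2A enzyme (4 ug/mL before mixing) with 1.2 mM PI substrate (pre-mix) and 300 microM ATP (pre-mix). Tris pH7.5 buffer with MgCl2, Triton X-100; 1 h reaction at ambient temperature.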
Active calls of the source: *; i = inactive; ? = inconclusive; / = not tested or not shown; & = joins results of further samples; [ ] = remark or other dose. Unless noted, the call rests on the fitted dose curve; in most records, active means well fitted curve in the direction sought with a large enough effect; inconclusive means small, poorly fitted or top-dose-only effect, or another doubt; inactive means no such curve, though single readings can be large; an effect the other way counts as inactive or inconclusive. An excerpt; count on the stated rates, not on these rows.

no.	molecule	G9a block	GLS inh	Pol eta inh	HP1b binding inh	Tb PGK inh	JMJD2A Tudor inh	BAZ2B inh	Pin1 inh	PI4K2A block
1	O=C(Nc1ccccc1)Nc1nnc(CSCc2ccccc2Cl)s1	25%	-1%	-26%	37%	5%	-3%	-4%	10%	-2
2	COC(=O)CCC(=O)N1CCCC(CO)(Cc2ccccc2C)C1 (stereo not given)	-1%[12.7 µM]	-3%	-18%	49%[activator]	/	-7%	-15%	-4%	1
3	CN(CC1COc2ccccc2O1)C(=O)CSc1ncccn1 (stereo not given)	/	-6%	0%	14%	-7%	-10%	/	-5%	-11
4	COc1ccccc1CC(=O)O/N=C(\N)c1ccccn1	19%	-7%	-16%	38%	-8%	6%	-12%	2%	8
5	CC(=O)N1c2nc(C(C)C)nn2C2(CCCCC2)[C@@H]2CCCC[C@@H]21	-8%[59 µM]	-1%	-12%	37%[activator]	-1%	0%	-29%	-7%	1
6	COc1ccc(-c2cc(C(F)(F)F)nc(N3CCOCC3)n2)cc1	130%[activator][59 µM]	-6%	-14%	229%[activator]	i	167%[activator]	84%[activator]	-4%	11
7	CCc1ccc(Nc2ccc(C(=O)O)cc2[N+](=O)[O-])cc1	?	9%	-15%	-18%	-8%	-24%	?	1%	2
8	CCN(CC)S(=O)(=O)c1cccc(C(=O)N[C@H](C(=O)Nc2nc3ccc(F)cc3s2)C(C)C)c1	-6%	2%	-10%	20%	-5%	-6%	0%	41%[activator]	-1
9	O=C(NCc1ccc(F)cc1)c1cccc(N2CCCS2(=O)=O)c1	-3%[59 µM]	-4%	-7%	28%	-4%	8%	0%	-8%	-3
10	CC(C)(C)NC(=O)C1CC(=O)OC1(C)C (stereo not given)	-32%[59 µM]	0%	-5%	27%	1%	-5%	0%	0%	-5
11	CC(C)=CCN1CCN(CCC2=C(C)CCCC2(C)C)CC1CCO (stereo not given)	-5%	10%	-6%	23%	4%	-16%	-13%	1%	-4
12	COc1ccc(NC(=O)C2CCN(S(C)(=O)=O)CC2)c(OC)c1	89µM*	0%	-19%	38%[activator]	-6%	-14%	-12%	-1%	-7
13	Cc1cc(-c2nnnn2-c2ccc(F)cc2)no1	15%	3%	-10%	12%	-1%	4%	-8%	1%	-4
14	Cc1ccc(S(=O)(=O)N2CC(O)CC2C(=O)OCC(=O)c2ccccc2Cl)cc1C (stereo not given)	17%[59 µM]	2%	?	35%	-1%	-15%	-8%	-1%	-1
15	O=C(c1cc(-c2cccc(Cl)c2)on1)N1CCc2ccccc2C1	29%	4%	-5%	24%	8%	-2%	3%	-1%	3
16	CN(CCCNC(=O)CN1C(=O)CC(C)(C)S(=O)(=O)c2ccccc21)C1CCCCC1	1%	1%	-12%	39%[activator]	i	-11%	?	4%	5
17	Cc1cccc(N(C)C(=O)CCNS(=O)(=O)c2ccc3c(c2)CCN3C(=O)C2CC2)c1	1%[59 µM]	-6%	-10%	20%[57 µM]	-1%	-19%	1%	3%	6
18	CC(CCc1ccccc1)NC(=O)c1ccc(Cl)nc1 (stereo not given)	4%[59 µM]	2%	-7%	27%	i	14%	-4%	0%	-5
19	O=S(=O)(c1ccccc1)N1CCC2(CC1)CO2	?	-8%	-10%	31%	0%	-9%	-11%	4%	11
20	CSc1cccc(NC(=O)c2ccc3c(c2)c(C)c(C)n3Cc2ccc(F)cc2)c1	-6%[59 µM]	-3%	1%	15%	4%	-32%	-13%	29%	0

5 records picked at random from the list so far, as already listed:
no.	molecule	G9a block	GLS inh	Pol eta inh	HP1b binding inh	Tb PGK inh	JMJD2A Tudor inh	BAZ2B inh	Pin1 inh	PI4K2A block
2	COC(=O)CCC(=O)N1CCCC(CO)(Cc2ccccc2C)C1 (stereo not given)	-1%[12.7 µM]	-3%	-18%	49%[activator]	/	-7%	-15%	-4%	1
15	O=C(c1cc(-c2cccc(Cl)c2)on1)N1CCc2ccccc2C1	29%	4%	-5%	24%	8%	-2%	3%	-1%	3
18	CC(CCc1ccccc1)NC(=O)c1ccc(Cl)nc1 (stereo not given)	4%[59 µM]	2%	-7%	27%	i	14%	-4%	0%	-5
6	COc1ccc(-c2cc(C(F)(F)F)nc(N3CCOCC3)n2)cc1	130%[activator][59 µM]	-6%	-14%	229%[activator]	i	167%[activator]	84%[activator]	-4%	11
4	COc1ccccc1CC(=O)O/N=C(\N)c1ccccn1	19%	-7%	-16%	38%	-8%	6%	-12%	2%	8

Additional structures.
no.	molecule	G9a block	GLS inh	Pol eta inh	HP1b binding inh	Tb PGK inh	JMJD2A Tudor inh	BAZ2B inh	Pin1 inh	PI4K2A block
21	Cc1nn(C(=O)c2ccc3c(c2)OCO3)c(N)c1-c1ccccc1	16%[59 µM]	-1%	-17%	28%	-1%	-32%	0%	-9%	-7
22	Cc1ccc(S(=O)(=O)CCC(=O)Nc2ccc(Br)cc2)cc1	?	4%	-6%	50%[activator]	7%	-8%	-2%	-11%	-1
23	CC(C)CNC(=S)N1CCN(Cc2ccc3c(c2)OCO3)CC1	16µM*	-5%	-20%	25µM*	-10%	20µM*	22µM*	-10%	3
24	CC(=O)c1nnn(-c2cccc([N+](=O)[O-])c2)c1C	?	0%	-19%	43%[activator]	i	7%	-17%	7%	-1
25	COc1ccccc1NS(=O)(=O)c1ccc2ccccc2c1	42%	12%	-25%	45%[activator]	-13%	6%	-6%	3%	-1
26	Cc1cc(C)nc(Sc2ccc3nnnn3n2)n1	-41%	-8%	2%	29%	/	-4%	-21%	-2%	6
27	Cc1ccc(OCCNS(=O)(=O)c2ccc(N3CCCC3=O)cc2)cc1	24%[59 µM]	-8%	-5%	34%	-1%	10%	7%	6%	1
28	COc1ccc(C(=O)Nc2nc(-c3ccc(S(=O)(=O)N4CCOCC4)cc3)cs2)cc1	?	-7%	-20%	1%	6%	-19%	-5%	21%	-4
29	CCOC(=O)C(C)Sc1nnc(NC(=O)c2ccc3c(c2)OCO3)s1 (stereo not given)	-5%	1%	-5%	21%	i	-12%	?	-3%	-2
30	NNC(=O)C(Cc1cnc[nH]1)NC(=O)OCc1ccccc1 (stereo not given)	3%	6%	3%	28%	/	-19%	-4%	-1%	2

The list goes on.
no.	SMILES	G9a block	GLS inh	Pol eta inh	HP1b binding inh	Tb PGK inh	JMJD2A Tudor inh	BAZ2B inh	Pin1 inh	PI4K2A block
31	Nc1nnc(CSCc2cccc(Br)c2)s1	8%	4%	-4%	41%[activator]	1%	3%	-34%	6%	0
32	NC(=O)COc1ccc2oc(=O)cc(-c3cc4ccccc4o3)c2c1	-9%[59 µM]	-3%	0%	46%[activator]	-5%	-21%	-7%	-1%	0
33	O=C(OCCN=C1NS(=O)(=O)c2ccccc21)c1cccs1	11%	4%	-6%	5%	0%	-6%	12%	-1%	-4
34	CC(=O)Nc1ccc(-c2csc(NC=C3C(=O)OC(C)(C)OC3=O)n2)cc1	?	6%	-8%	33%	-7%	-19%	-34%	11%	7
35	CCOC(=O)COc1ccccc1/C=N/O	-12%[59 µM]	-2%	-10%	59%[activator]	i	-4%[57.1 µM]	8%	3%	4
36	CS/C(=N\S(=O)(=O)c1cccs1)Nc1ccc(Cl)cc1	?	2%	-13%	28%	-4%	-10%	6%	0%	-1
37	CCOC(=O)N1CCc2c(sc3c2c(=O)n(-c2ccc(CC)cc2)c(=O)n3Cc2cccc(OC)c2)C1	8%[59 µM]	6%	0%	43%[activator]	1%	1%	-17%	57%[activator]	-6
38	COCCCN1C(=O)C(=O)/C(=C(/O)c2ccc3c(c2)OCCO3)C1c1ccc(C(=O)OC)cc1 (stereo not given)	-12%[59 µM]	5%	-2%	-1%	0%	?	-32%	3%	-5
39	Cc1ccc(NC(=O)CC(=O)c2ccccc2)cc1C	20%	-1%	-23%	15%	i	-4%	3%	-8%	2
40	O=c1cc(N2CCOCC2)c2ccccc2o1	19%	4%	1%	19%	i	-15%	6%	-15%	-3
41	C#C[C@]1(O)CC[C@H]2[C@@H]3CCc4cc(O)ccc4[C@H]3CC[C@@]21C	6%	1%&6%	-6%	8%	-4%	-23%	-9%	6%	1&-5
42	COc1cccc(NC(=O)N(C)C[C@H]2OCc3cnnn3CCCC(=O)N([C@H](C)CO)C[C@@H]2C)c1	/	-8%	-7%	/	-9%	/	/	/	2
43	COc1ccc(NC(=O)NNC(=O)COc2ccc([N+](=O)[O-])c(C)c2)cc1OC	/	1%	-16%	26%	-3%	-17%	-11%	0%	1
44	COC(=O)C1C2CCCCC1C(=O)O2 (stereo not given)	/	-15%	-10%	33%	i	12%	/	6%	4
